ELG1 repair inh: qHTS screen for small molecules that inhibit ELG1-dependent DNA repair in human embryonic kidney (HEK293T) cells expressing luciferase-tagged ELG1 | HEK293T ELG1-luciferase reporter, luminescence, 16 h; DNA damage induced by 5-fluorouridine | Potency, µM (titrated, usually from 46.1 µM), without a hit: at the highest dose activity change, negative = inhibition, actives largely listed as inhibitors | 2.3% of 330,000 active | AID 504467, 2011; also: potency is read from the fitted curve at half-maximal effect; % is scaled to controls: 0 for no effect and ±100 for the full control effect; nearly all actives have a fitted effect of over 55% in size
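Overnight (16 hr) co-exposure of 2,000 cells/well to 5-fluorouridine and compound at 37 °C preceded detection. Luciferase was quantified via ONE-Glo luminescence; loss of signal denotes inhibition.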
TSG101-PTAP inh: qHTS Assay for Iinhibitors of HIV-1 Budding by Blocking the Interaction of PTAP/TSG101 | Tumor susceptibility gene 101 protein (Homo sapiens), Q99816 | Fluorescence polarization, FITC-PTAP peptide / Tsg101 binding | Potency, µM (top dose mostly 115 µM), for the others: at the top dose activity change, negative = inhibition, most hits filed as inhibitors | 340,000 tested, under 10 active | AID 493005, 2010; active = well fitted inhibition curve with a large enough effect in the main read-out, with a control signal flat, not every such curve was filed as active; inconclusive = small, poorly fitted or top-dose-only effect, or effect the other way, or a change in a side signal; inactive = no such curve, though single readings can be large or run the other way; also: potency is read from the fitted curve at half-maximal effect; % of control where 0% means no effect
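Fluorescence anisotropy tracks displacement of a FITC-tagged PTAP peptide (50 nM) from the Tsg101 binding domain (10 uM), following a 20 min room-temperature incubation at pH 7.5.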
TSHR antagonist: Antagonists of the Thyroid Stimulating Hormone Receptor: HTS campaign; activity change, negative = inhibition, % at 11.5 µM; TSHR-expressing cells, TSH-stimulated cAMP HTRF, 2 h; stronger effect = lower value; 0.2% of 330,000 active;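 active = activity change below a set negative limit, meaning inhibition stronger than a set level, cut at about -70% in these data; inconclusive = activity change between two set negative limits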; also: % is scaled to controls: 0 for no effect and ±100 for the full control effect
Target sequence (P16473 whole entry, looked up): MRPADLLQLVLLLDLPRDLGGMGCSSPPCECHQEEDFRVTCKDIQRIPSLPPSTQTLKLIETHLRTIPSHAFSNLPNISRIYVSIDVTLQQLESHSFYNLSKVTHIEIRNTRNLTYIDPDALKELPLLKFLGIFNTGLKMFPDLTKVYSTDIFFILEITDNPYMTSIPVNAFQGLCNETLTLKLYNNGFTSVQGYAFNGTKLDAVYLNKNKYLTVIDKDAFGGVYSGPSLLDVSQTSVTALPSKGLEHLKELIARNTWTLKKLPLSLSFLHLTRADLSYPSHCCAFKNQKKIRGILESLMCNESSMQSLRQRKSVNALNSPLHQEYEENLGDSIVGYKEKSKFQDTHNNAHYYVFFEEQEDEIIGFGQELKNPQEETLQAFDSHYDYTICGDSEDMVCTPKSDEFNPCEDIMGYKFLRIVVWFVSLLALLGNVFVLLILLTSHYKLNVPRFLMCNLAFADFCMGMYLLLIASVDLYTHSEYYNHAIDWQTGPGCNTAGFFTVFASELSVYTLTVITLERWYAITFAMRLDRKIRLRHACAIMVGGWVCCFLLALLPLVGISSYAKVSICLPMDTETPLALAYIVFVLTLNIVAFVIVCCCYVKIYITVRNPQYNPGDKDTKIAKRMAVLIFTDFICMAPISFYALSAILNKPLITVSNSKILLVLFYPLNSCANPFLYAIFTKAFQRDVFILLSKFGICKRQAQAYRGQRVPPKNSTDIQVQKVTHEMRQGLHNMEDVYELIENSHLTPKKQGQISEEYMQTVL
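Inhibition of cAMP made by TSHR-expressing cells under TSH stimulation (4nM final, EC80; 2 h, 37 deg C) is quantified with a one-step lysis HTRF kit, anti-cAMP cryptate versus cAMP-d2.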
Tb PFK inh: qHTS Assay to Find Inhibitors of T. brucei phosphofructokinase. ATP-dependent 6-phosphofructokinase (Trypanosoma brucei brucei), O15648. T. brucei PFK, ADP-Glo luminescence. Potency, µM (top dose mostly 57.5 µM), for inactives: at the highest dose activity, negative = inhibition, hits mostly inhibitors. 0.17% of 330,000 active. AID 485367, 2010;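 also: potency is read from the fitted curve at half-maximal effect; 0% = uninhibited 1x PFK enzyme wells and -100% = no-enzyme wells; nearly all actives have a fitted effect of over 60% in size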
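In TEA buffer at pH 8.0 with 5 mM MgCl2, enzyme (1.25 nM) converted F6P (0.5 mM) and ATP (0.1 mM) for 45 min at room temperature. ADP product was read by luciferase luminescence.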
Mito fusion act: qHTS Assay for Small Molecule Inhibitors of Mitochondrial Division or Activators of Mitochondrial Fusion; S. cerevisiae fusion-defective mutant growth rescue, CellTiterGlo 48 h; Potency, µM (doses to about 46.1 µM), for the others: top-dose growth rescue (activation), most hits filed as activators; 0.23% of 320,000 active; AID 485298, 2010;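 also: potency is read from the fitted curve at half-maximal effect; % of control where 0% means no effect; nearly all actives have a fitted effect of over 45% in size; temperature-sensitive fusion mutants such as fzo1-1 at 37 °C on non-fermentable ethanol glycerol medium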
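Growth-rescue viability read-out: after 48 h at the non-permissive 37C in glycerol/ethanol YPEG, yeast mitochondrial fusion mutants are measured by CellTiterGlo luminescence; compounds (23 nl pinned per well) restoring growth score as division inhibitors or fusion activators.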
Eya2 phos inh: qHTS Assay for Inhibitors of the Phosphatase Activity of Eya2. Protein phosphatase EYA2 (Homo sapiens), O00167. recombinant Eya2, OMFP fluorescence dephosphorylation (OMFP is methylfluorescein phosphate). Potency, µM (series often up to 76.9 µM), for the others: at the highest dose activity, negative = inhibition, usual class: inhibitors. 0.006% of 330,000 active; also: potency is read from the fitted curve at half-maximal effect; % is scaled to controls: 0 for no effect and ±100 for the full control effect
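Eya2 protein (added as 0.2 uM solution) was preincubated with compound for 10 min at ambient temperature in 50 mM HEPES pH 7.5, 50 mM NaCl, 5 uM MgCl2, 0.05% BSA, 1 mM DTT. OMFP (added at 50 uM) then reacted 10 min; fluorescence read at 485/525 nm.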
Chronic BCR inh: qHTS Assay to Find Inhibitors of Chronic Active B-Cell Receptor Signaling | AID 493014, 2011 | 0.05% of 340,000 active | Potency, µM (top dose mostly 46.1 µM), without a hit: top-dose ratio change, negative = lower green/red ratio, hits mostly inhibitors | ABC-DLBCL IkBa-CBG/CBR reporter, luminescence ratio, 4 h; active = well fitted inhibition curve with a large enough effect in the signal ratio, with a control signal flat, not every such curve was filed as active; inconclusive = small, poorly fitted or top-dose-only effect, or effect the other way, or a change in a side signal; the % refers to the signal ratio;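 also: potency is read from the fitted curve at half-maximal effect; plate controls were basal doxycycline-induced cells for no effect and cells given 10 µM MG132 for full effect; MG132 reads +100%, hits lower the ratio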
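Concentration-response series (up to 46 uM) were applied to TMD8 dual-reporter cells for 4 h at 37C with doxycycline. Green/red ratio, after filter-overlap correction, defined %Activity; red signal alone was normalised to basal cells and zero luminescence.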
ASM inhibitor: Inhibitors of Secretory Acid Sphingomyelinase (S-ASM): qHTS | placental ASM, HMU-PC fluorogenic substrate, 60 min | 0.006% of 340,000 active | AID 504937, 2011 | Potency, µM (series often up to 57.5 µM), for the others: at the highest dose activity change, negative = inhibition, most hits filed as inhibitors | Sphingomyelin phosphodiesterase (Homo sapiens), P17405; also: potency is read from the fitted curve at half-maximal effect
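qHTS format. ASM enzyme prepared from human placenta hydrolyses the fluorogenic substrate HMU-PC0 (9 uM final) over 60 min at 37 °C after a 10 min compound preincubation.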
a7 integrin act: qHTS for Activators of Integrin-Mediated Alleviation for Muscular Dystrophy; alpha7betagal myoblasts, beta-gal FDG fluorescence, 48 h; Potency, µM (highest dose often 38.3 µM), without a hit: at the highest dose activation, hits mostly activators; 0.064% of 350,000 active; AID 624291, 2012;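 also: potency is read from the fitted curve at half-maximal effect; 100% = response of the positive control SU9516; nearly all actives have a fitted effect of over 60% in size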
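Alpha7betagal+/- myoblasts (passage 13) were plated 16-24 hr, then exposed to compounds (1:260 dilution of DMSO stock) for 48 hours at 37C. After MPER lysis, β-galactosidase reporter activity was read as FDG fluorescence (ex 480/em 540) after 30 minutes.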
TCR act: Activators of T cell receptors: qHTS campaign. primary human leukocytes, anti-CD3, IL-2 HTRF, 48 h. Potency, µM (doses to about 9.22 µM), for inactives: at the top dose activation of IL-2 secretion, usual class: activators. 330,000 tested, under 10 active. AID 504894, 2011; also: % of control where 0% means no effect
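IL-2 release read by HTRF sandwich (Eu cryptate donor, d2 acceptor, 665 nm emission) after 48 hr exposure of primary human leukocytes to compound together with anti-CD3 beads in the absence of co-stimulatory signals.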
A-T KAP1 phos: qHTS Assay for Identifying a Potential Treatment of Ataxia-Telangiectasia. […] A-T fibroblasts, KAP-1 phosphorylation AlphaLISA; neocarzinostatin DNA damage 30 min before lysis. Potency, µM (highest dose often 57.5 µM), for the others: at the top dose activation, usual class: activators. 0.19% of 320,000 active; also: potency is read from the fitted curve at half-maximal effect; % of control where 0% means no effect; nearly all actives have a fitted effect of over 45% in size
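ATM-like activity read as KAP-1 phosphorylation via AlphaLISA donor/acceptor antibody pairs after lysis and 6 hr at 25C. Cells were ATM-null patient fibroblasts ([…], hTERT), dosed 60 min, then exposed to the DSB inducer NCS for 30 min.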
* hit, by the source's call; ? = inconclusive; / = not tested or not shown; [ ] = another dose, or the depositor's remark. Unless noted, calls follow the shape of the dose curve; as a rule, active = well fitted curve in the direction sought with a large enough effect; inconclusive = small, poorly fitted or top-dose-only effect, or another doubt; inactive = no such curve, though single readings can be large; an effect the other way counts as inactive or inconclusive.

mol	ELG1 repair inh	TSG101-PTAP inh	TSHR antagonist	Tb PFK inh	Mito fusion act	Eya2 phos inh	Chronic BCR inh	ASM inhibitor	a7 integrin act	TCR act	A-T KAP1 phos
Cc1nc(C)c2c(=O)cc(-c3ccccc3)[nH]c2n1	-1%	-2%	13	-5%	2%	2%	?	215%[activator]	-18%	-4%	0%
CC(=O)Nc1ccc(S(=O)(=O)NCc2ccc3c(c2)cc(C)n3C)cc1	?	-4%	4	-2%	-1%	-8%	?	-1%	-16%	4%	8%
CC(C)n1nnnc1SCC(=O)Nc1ccc2c(c1)OCCO2	?	/	3	0%	-2%	0%	?	/	/	/	6%
CC1CCCN(S(=O)(=O)c2cccc(C(=O)OCC(=O)N(C)Cc3c(F)cccc3Cl)c2)C1 (stereo not drawn)	?	-9%	/	-16%	/	-3%	0%	-7%	13%	-25%	-5%
O=C(CSc1nc(=O)n(CCCN2CCOCC2)c2c1CCC2)Nc1ccc([N+](=O)[O-])cc1	?	-4%	3	3%	0%	-1%	0%	/	0%	-2%	-9%
Fc1ccccc1N1CCN(c2nnnn2-c2ccccc2)CC1	7%	-4%	-2	1%	2%	1%	-1%	-1%	19%	2%	5%
COc1ccc(Nc2nc(Nc3ccc(OC)cc3)nc(-n3[nH]c(=O)c(C)c3C)n2)cc1	2.3µM*	-3%	-2	-5%	7%	-15%	?	-10%	1%	6%	4%
O=C(Cc1ccc(Cl)cc1)NCc1nc(-c2ccccc2)no1	-7%	/	5	-17%	-3%	-7%	-3%	/	/	/	3%
COc1ccc(Cl)cc1/C=C(\C#N)C(N)=O	-5%	-8%	1	11%	-5%	1%	6%	0%	-4%	0%	1%
O=C(CSc1ncnc2ccccc12)Nc1ccc2c(c1)OCO2	?	-4%	1	2%	10%	7%	?	-3%	-5%	-3%	1%
COC(=O)CSc1nnc(CNC(=O)c2ccc(S(=O)(=O)N(C)C)cc2)n1C	12%	-5%	-5	-2%	-3%	-19%	-10%	0%	11%	-1%	-1%
CCC(=O)NNc1nc2c(F)cccc2s1	-4%	-6%	-3	-8%	-2%	5%	3%	4%	0%	0%	0%
Cc1nc(Nc2cccc(O)c2)c2oc3ccccc3c2n1	15%	-5%	-7	7%	1%	-23%	?	-9%	-6%	-9%	11%
COc1ccc(C2CC(c3cccs3)Nc3nnnn32)cc1 (stereo not drawn)	0%	-2%	1	-4%	-3%	7%	-2%	6%	-10%	-1%	0%
O=C(Nc1ccncc1)Nc1cccc(Cl)c1	?	-3%	-5	-14%	-4%	-14%	-3%	5%	?	-3%	5%
O=C1/C(=C\c2cc([N+](=O)[O-])ccc2O)SC(=S)N1Cc1ccc(Cl)cc1	18µM*	?	-83*	-11%	-77%[inhibitor]	?	14%	-14%	-58%[inhibitor]	10%	-3%
CN(C)c1nc(N(C)C)nc(N(C#N)Cc2ccc(Cl)cc2)n1	7%	-1%	5	4%	9%	-2%	?	?	-24%	-1%	5%
O=C(NCc1ccco1)c1cc2nc(-c3ccc4c(c3)OCO4)cc(C(F)(F)F)n2n1	?	-10%	-1	-5%	4%	-11%	?	158%[activator]	16%	2%	0%
CCOc1ncccc1C(=O)Nc1ccc2c(C)cc(=O)oc2c1	1%	0%	5	0%	0%	8%	?	-2%	19%	1%	-8%
COc1cc(C(=O)Nc2nnc(CC(C)(C)C)s2)c([N+](=O)[O-])cc1OC	0%	0%	-21	-2%	7%	-2%	-10%	4%	3%	-2%[46.1 µM]	-1%
O=C(N/N=C/c1c[nH]c2ccccc12)c1cc(-c2ccc(-c3ccccc3)cc2)n[nH]1	?	-1%	6	1%	-1%	-7%	-11%	-2%	-67%[inhibitor]	3%	-3%
S=C(NCCc1ccccn1)Nc1ccc(Cl)c(Cl)c1	8%	-1%	-9	-9%	15%	3%	3%	3%	-12%	-2%[46.1 µM]	4%
C=CCn1c(SCC(=O)N2c3ccccc3Sc3ccccc32)nnc1-c1ccco1	?	-2%	-7	-4%	0%	-2%	2%	-3%	6%	2%	5%
CCc1cc2cc(C)ccc2nc1SCC(=O)N1CC(=O)Nc2ccccc21	?	1%	-9	4%	?	-11%	13%	-8%	4%	0%	7%
CN(C)S(=O)(=O)c1ccc(NC(=O)COC(=O)c2ccccn2)cc1	-14%	-3%	4	8%	-1%	-25%	?	1%	7%	7%	-4%
CC1CCCCN1CC(O)COc1ccc(OCC(O)CN2CCCCC2C)cc1 (stereo not drawn)	?	-5%	-1	0%	0%	1%	-1%	2%	-23%	1%	9%
Clc1cccc(Cl)c1-c1nnc2ccc(N3CCOCC3)nn12	3%	0%	-7	-5%	2%	-19%	?	-2%	9%	2%	-2%
Cc1cccc(NS(=O)(=O)c2ccc3c(c2)NC(=O)CO3)c1C	-2%	-7%	4	-4%	-2%	6%	6%	-3%	33%	-1%	-4%
NC(=O)c1ccc(NC(=O)COC(=O)CC(NC(=O)c2ccccc2Cl)c2ccccc2)cc1 (stereo not drawn)	3%	-1%	-3	4%	-3%	-5%	-1%	0%	23%	5%[46.1 µM]	1%
COc1ccc(CN2CCN(CC=C(C)C)C(CCO)C2)cc1Cn1cccn1 (stereo not drawn)	-5%	0%	2	-3%	2%	12%	5%	-1%	18%	-2%	0%
CCOP(=O)(OCC)C(Nc1cccc(C(F)(F)F)c1)c1ccc(F)cc1 (stereo not drawn)	-1%	-3%	3	-3%	-1%	-14%	3%	-16%	-8%	-1%[46.1 µM]	-1%
O=C(NCc1cccnc1)C(=O)Nc1ccc2c(c1)OCO2	?	0%	-2	-1%	3%	10%	?	-1%	-31%	1%	20%
CNC(=O)C1CCC(=O)N1Cc1ccc(C)cc1 (stereo not drawn)	9%	3%	-6	1%	-3%	-17%	-1%	2%	1%	2%	-9%
CC(=O)c1cccc(NC(=O)C(C)OC(=O)c2ccc(-n3cnnn3)cc2)c1 (stereo not drawn)	-19%	-2%	4	2%	-4%	16%	-17%	-4%	8%	2%	1%
Cn1c(SCC(=O)NCc2ccco2)nnc1-c1ccc(S(=O)(=O)N2CCOCC2)cc1	4%	-5%	-2	-19%	3%	10%	0%	-3%	8%	0%	-8%
Cc1cccc(S(=O)(=O)NC(Cc2c[nH]c3ccccc23)C(=O)O)c1 (stereo not drawn)	0%	-1%	1	7%	0%	-1%	0%	2%	16%	2%[46.1 µM]	2%

Molecules from the list above containing a nitro group on carbon:
mol	ELG1 repair inh	TSG101-PTAP inh	TSHR antagonist	Tb PFK inh	Mito fusion act	Eya2 phos inh	Chronic BCR inh	ASM inhibitor	a7 integrin act	TCR act	A-T KAP1 phos
O=C(CSc1nc(=O)n(CCCN2CCOCC2)c2c1CCC2)Nc1ccc([N+](=O)[O-])cc1	?	-4%	3	3%	0%	-1%	0%	/	0%	-2%	-9%
O=C1/C(=C\c2cc([N+](=O)[O-])ccc2O)SC(=S)N1Cc1ccc(Cl)cc1	18µM*	?	-83*	-11%	-77%[inhibitor]	?	14%	-14%	-58%[inhibitor]	10%	-3%
COc1cc(C(=O)Nc2nnc(CC(C)(C)C)s2)c([N+](=O)[O-])cc1OC	0%	0%	-21	-2%	7%	-2%	-10%	4%	3%	-2%[46.1 µM]	-1%
